From PubChem
STK33 kinase inh: blocks human STK33 kinase activity | purified STK33, MBP phosphorylation, ADP-Glo luminescence | 0.073% of 320,000 active | Q9BYT3 | inhibition, % at 10 µM;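 active means inhibition at or above 25%, using the most active replicate where run in duplicate; inactive means inhibition below 25%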
Target sequence (Q9BYT3 whole entry, looked up): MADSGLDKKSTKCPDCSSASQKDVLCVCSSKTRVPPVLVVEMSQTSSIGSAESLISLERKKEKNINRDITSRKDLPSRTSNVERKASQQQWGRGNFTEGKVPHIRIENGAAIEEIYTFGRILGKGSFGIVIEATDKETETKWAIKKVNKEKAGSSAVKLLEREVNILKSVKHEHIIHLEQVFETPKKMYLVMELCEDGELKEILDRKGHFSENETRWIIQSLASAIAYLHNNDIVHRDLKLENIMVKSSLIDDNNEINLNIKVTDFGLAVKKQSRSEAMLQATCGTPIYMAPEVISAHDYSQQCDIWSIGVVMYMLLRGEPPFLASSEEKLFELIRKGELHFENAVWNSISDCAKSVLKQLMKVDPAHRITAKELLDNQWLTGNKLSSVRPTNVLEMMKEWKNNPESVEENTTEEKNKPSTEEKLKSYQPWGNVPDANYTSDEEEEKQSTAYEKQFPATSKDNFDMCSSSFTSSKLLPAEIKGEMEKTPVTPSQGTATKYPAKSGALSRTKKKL
OX1R FRET antag: OX1R (human) antagonism. O43613. OX1R-expressing cells, FRET antagonist read-out. 1.8% of 330,000 active. inhibition, % at 6.6 µM. AID 485270; in the data active means inhibition mostly above about 38%, no sharp cut-off; inactive means mostly below about 40%;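 further: 0% = agonist challenge alone and 100% = reference antagonist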
Target sequence (O43613 whole entry, looked up): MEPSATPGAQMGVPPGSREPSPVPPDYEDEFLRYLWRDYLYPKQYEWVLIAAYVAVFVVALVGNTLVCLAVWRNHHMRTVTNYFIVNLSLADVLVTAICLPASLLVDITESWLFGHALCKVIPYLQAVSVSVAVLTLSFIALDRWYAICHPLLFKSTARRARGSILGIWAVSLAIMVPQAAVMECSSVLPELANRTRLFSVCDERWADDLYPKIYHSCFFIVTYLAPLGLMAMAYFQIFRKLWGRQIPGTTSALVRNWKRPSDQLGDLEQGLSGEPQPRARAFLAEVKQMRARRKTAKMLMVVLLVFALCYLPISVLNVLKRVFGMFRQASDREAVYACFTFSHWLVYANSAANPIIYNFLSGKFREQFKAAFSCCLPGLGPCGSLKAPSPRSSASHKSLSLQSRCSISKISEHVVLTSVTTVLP
KCNQ2 inh: KCNQ2 channel blockers in CHO-K1 cells – cell-based, FluxOR thallium flux, B-score, primary screen (AID 2156); B-score at 10 µM; 20 min; hits give low values; O88943; 1.1% of 310,000 active;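 active means fluorescence ratio B-score at most minus 3 library SDs, with starting brightness B-score within 2 library SDs, cut at about -5.5 in these data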
* = called active by the depositor.

What do the screens show for `COc1ccc(NC(=O)C2c3cc(OC)c(OC)cc3C(=O)N(C)C2c2cccnc2)cc1OC` (stereo not drawn)?
STK33 kinase inh: -2.1; OX1R FRET antag: 17; KCNQ2 inh: inactive

What do the screens show for `C=CC[n+]1c(-c2ccc(OCC)cc2)csc1NNC(=O)Nc1ccccc1`?
STK33 kinase inh: -2.7; OX1R FRET antag: 19; KCNQ2 inh: inactive

What do the screens show for `O=c1[nH]c(CN2CCCC2)nc2sc3c(c12)CCC3`?
STK33 kinase inh: -1.0; OX1R FRET antag: 22; KCNQ2 inh: inactive

What do the screens show for `COc1cccc(/C=C/C(=O)NCc2cn3cc(Cl)ccc3n2)c1`?
STK33 kinase inh: 0.9; OX1R FRET antag: 15; KCNQ2 inh: inactive

Results for CCN1C(=O)C(CC(=O)NC2CCCCC2)N(CC)C1=O (stereo not drawn) ?
STK33 kinase inh: -6.2; OX1R FRET antag: 7; KCNQ2 inh: inactive

What do the screens show for `CC(C)N1C(=O)S/C(=C/c2ccccc2OCc2ccc(C(=O)O)cc2)C1=O`?
STK33 kinase inh: -1.8; OX1R FRET antag: 30; KCNQ2 inh: inactive

What do the screens show for `Cc1ccc(S(=O)(=O)NCCC(=O)NNC(=O)COc2ccccc2Cl)cc1C`?
STK33 kinase inh: 9.0; OX1R FRET antag: 2

How did CNC(=S)NNC(=O)c1oc2nc(-c3ccccc3)cc(-c3ccco3)c2c1N do in these assays?
STK33 kinase inh: 8.3; OX1R FRET antag: 20; KCNQ2 inh: inactive

Results for O=C(CCSc1nc(-c2ccc3c(c2)OCO3)cc(C(F)(F)F)n1)NCc1ccco1 ?
STK33 kinase inh: 0.5; OX1R FRET antag: 24; KCNQ2 inh: inactive

What do the screens show for `Cc1sc2nc(CSc3ccccc3)nc(N3CCC(C(N)=O)CC3)c2c1C`?
STK33 kinase inh: -1.8; OX1R FRET antag: -12; KCNQ2 inh: inactive

Brought forward from above: two compounds, followed by the next part.
Results for O=C(CCSc1nc(-c2ccc3c(c2)OCO3)cc(C(F)(F)F)n1)NCc1ccco1 ?
STK33 kinase inh: 0.5; OX1R FRET antag: 24; KCNQ2 inh: inactive

What do the screens show for `Cc1sc2nc(CSc3ccccc3)nc(N3CCC(C(N)=O)CC3)c2c1C`?
STK33 kinase inh: -1.8; OX1R FRET antag: -12; KCNQ2 inh: inactive

Results for COCCN(Cc1ccccc1)C(=O)c1cccc(S(=O)(=O)N2CCN(c3ccc(F)cc3)CC2)c1 ?
STK33 kinase inh: -0.5; OX1R FRET antag: 20; KCNQ2 inh: inactive

How did CCOC(=O)NNC(=O)NCCCCCCNC(=O)NNC(=O)OCC do in these assays?
STK33 kinase inh: -0.4; OX1R FRET antag: 2; KCNQ2 inh: inactive

Results for CCOc1ccc(C2CC(=O)NC2=O)cc1 (stereo not drawn) ?
STK33 kinase inh: 0.0; OX1R FRET antag: 2; KCNQ2 inh: inactive

What do the screens show for `O=C(OCc1nnc(-c2ccccc2)o1)c1cc([N+](=O)[O-])ccc1Cl`?
STK33 kinase inh: -1.7; OX1R FRET antag: 25; KCNQ2 inh: inactive

How did CC(OC(=O)CCCc1nc2ccccc2s1)C(=O)NC(N)=O (stereo not drawn) do in these assays?
STK33 kinase inh: 0.5; OX1R FRET antag: 8; KCNQ2 inh: inactive

Results for COc1ccc(-c2ccc3c(N)c(C(=O)c4ccc(OC)c(OC)c4)sc3n2)cc1 ?
STK33 kinase inh: -1.2; OX1R FRET antag: 6; KCNQ2 inh: inactive

Results for O=C1c2ccccc2C(=O)C1c1ccnc2ccccc12 ?
STK33 kinase inh: 1.0; OX1R FRET antag: 69*; KCNQ2 inh: inactive

Results for CCc1ccc(N2CC(C(=O)Nc3nccs3)CC2=O)cc1 (stereo not drawn) ?
STK33 kinase inh: 20; OX1R FRET antag: 20; KCNQ2 inh: inactive

What do the screens show for `CN1CCN(C(=O)c2ccccc2NC(=O)COc2ccccc2Cl)CC1`?
STK33 kinase inh: -2.1; OX1R FRET antag: 21; KCNQ2 inh: inactive

What do the screens show for `Cc1c(C(=O)O)cccc1-n1c(C)cc(/C=N/NC(=O)c2cc3ccccc3o2)c1C`?
STK33 kinase inh: 1.1; OX1R FRET antag: 21; KCNQ2 inh: inactive

Results for Cn1cnnc1Sc1cc(N2CCN(S(=O)(=O)c3ccccc3)CC2)ccc1[N+](=O)[O-] ?
STK33 kinase inh: 0.4; OX1R FRET antag: 27; KCNQ2 inh: inactive

Results for CNc1nc(-c2ccccc2)nc(-c2ccc(OC)cc2)c1C#N ?
STK33 kinase inh: 4.6; OX1R FRET antag: 20; KCNQ2 inh: inactive

How did COc1ccc(Cc2nnc(NC(=O)c3ccccc3F)s2)cc1 do in these assays?
STK33 kinase inh: -0.2; KCNQ2 inh: inactive

How did OCCNC(=S)Nc1cccc(Cl)c1Cl do in these assays?
STK33 kinase inh: -0.8; OX1R FRET antag: 7; KCNQ2 inh: inactive

What do the screens show for `COc1cc(/C=C2\SC(=S)N(CCC(=O)N3CCCCC3)C2=O)cc(OC)c1OC`?
STK33 kinase inh: -1.3; OX1R FRET antag: 12; KCNQ2 inh: inactive

How did Cc1csc(NC(=O)Nc2ccc(Cl)cc2)n1 do in these assays?
STK33 kinase inh: -1.6; OX1R FRET antag: 35; KCNQ2 inh: inactive

Results for CC(N=C1CC(C)(C)CC(=O)/C1=C(/O)CCCN1C(=O)c2ccccc2C1=O)C(=O)O (stereo not drawn) ?
STK33 kinase inh: -1.9; OX1R FRET antag: 17; KCNQ2 inh: inactive

Results for CCc1ccc(NC(=S)N(CCC(C)C)C2CCN(C(C)=O)CC2)cc1 ?
STK33 kinase inh: 0.5; OX1R FRET antag: 6; KCNQ2 inh: inactive

What do the screens show for `O=C1CCC(=O)N1CNc1cccnc1`?
STK33 kinase inh: -1.0; OX1R FRET antag: 9; KCNQ2 inh: inactive

What do the screens show for `O=C(N/N=C/c1cccs1)c1cccc(S(=O)(=O)Nc2ccc(Cl)cc2)c1`?
STK33 kinase inh: -1.3; OX1R FRET antag: -3; KCNQ2 inh: inactive

What do the screens show for `CN1N=C(C(C)(C)C)CSC1=Nc1ccccc1`?
STK33 kinase inh: -3.4; OX1R FRET antag: 5; KCNQ2 inh: inactive

What do the screens show for `COc1cc(/C=N/Nc2nc(Nc3ccccc3)nc(N3CCOCC3)n2)ccc1OC(=O)c1ccco1`?
STK33 kinase inh: 0.5; OX1R FRET antag: 5; KCNQ2 inh: inactive

Results for COc1ccc(CC(=O)Nc2ccc(F)c(F)c2F)cc1S(=O)(=O)N1CCOCC1 ?
STK33 kinase inh: -0.9; OX1R FRET antag: 7

What do the screens show for `Cc1c(OCC(=O)N2CCC(C(=O)O)CC2)ccc2c3c(c(=O)oc12)CCC3`?
STK33 kinase inh: 0.7; OX1R FRET antag: 1; KCNQ2 inh: inactive

How did Cc1ccc(S(=O)(=O)c2nnn3c2nc(N2CCCCC2)c2ccccc23)cc1 do in these assays?
STK33 kinase inh: -1.8; OX1R FRET antag: 15; KCNQ2 inh: inactive

How did CC(=O)Nc1ccc(C(=O)N2CCCc3ccccc32)cc1 do in these assays?
STK33 kinase inh: -0.6; OX1R FRET antag: 9; KCNQ2 inh: inactive

What do the screens show for `Cc1ccc(C(=O)C(C)Oc2ccc3ccc(=O)oc3c2)cc1` (stereo not drawn)?
STK33 kinase inh: -1.4; OX1R FRET antag: 42; KCNQ2 inh: inactive

How did O=C1c2cccc3c([N+](=O)[O-])ccc(c23)C(=O)N1c1nccs1 do in these assays?
STK33 kinase inh: 1.5; OX1R FRET antag: 62*; KCNQ2 inh: inactive

How did Cc1ccc(Nc2nnc(SCC(=O)NC3CC3)s2)cc1 do in these assays?
STK33 kinase inh: 0.7; OX1R FRET antag: 7

Results for CCOC(=O)c1c(N)sc2c(O)c(Br)ccc12 ?
STK33 kinase inh: 1.6; OX1R FRET antag: 24; KCNQ2 inh: inactive

How did CCOC(=O)CNc1c(-c2ccc(F)cc2)nc2cnccn12 do in these assays?
STK33 kinase inh: -1.5; OX1R FRET antag: 16; KCNQ2 inh: inactive

Results for CN(C(=O)COC(=O)c1ccccc1SCC(=O)N1CCCC1)C1(C#N)CCCCC1 ?
STK33 kinase inh: -1.0; OX1R FRET antag: 8

What do the screens show for `Cc1ccc(CNC(=O)c2ccc(N3CCC4(CC3)CC(c3cccc(Br)c3)=NO4)c(NC(=O)c3c(Cl)cccc3Cl)c2)cc1`?
STK33 kinase inh: -1.2; OX1R FRET antag: 3

How did O=C(NNS(=O)(=O)c1ccccc1)C1CCN(S(=O)(=O)c2ccc(Cl)cc2)CC1 do in these assays?
STK33 kinase inh: 2.9; OX1R FRET antag: 2; KCNQ2 inh: inactive

How did O=C(CNc1cc(S(=O)(=O)N2CCCC2)ccc1OCC(F)(F)F)Nc1cccc(C(F)(F)F)c1 do in these assays?
STK33 kinase inh: -1.9; OX1R FRET antag: 2; KCNQ2 inh: inactive

What do the screens show for `CNc1nc(-c2ccccc2)nnc1C(F)(F)F`?
STK33 kinase inh: -3.3; OX1R FRET antag: -2; KCNQ2 inh: inactive

What do the screens show for `COc1ccc(CCN2CC(C(=O)N(C)Cc3ccc(C)o3)CCC2=O)cc1` (stereo not drawn)?
STK33 kinase inh: -0.6; OX1R FRET antag: -3; KCNQ2 inh: inactive

Results for Cc1cc(Nc2nc3c(c(=O)n(C)c(=O)n3C)n2C)n(-c2ccc(Cl)cc2)n1 ?
STK33 kinase inh: -0.9; OX1R FRET antag: 26; KCNQ2 inh: inactive

What do the screens show for `CCOC(=O)C1CCN(C(=O)c2ccc(S(=O)(=O)Nc3ccccc3OC)cc2)CC1`?
STK33 kinase inh: -0.7; OX1R FRET antag: 19

Results for Cc1ccc(NC(=O)C2C3C=CC4(CN(Cc5cccnc5)C(=O)C24)O3)cc1 (stereo not drawn) ?
STK33 kinase inh: 2.2; OX1R FRET antag: 7; KCNQ2 inh: inactive

In the list so far, these contain a CF3 group:
Results for O=C(CCSc1nc(-c2ccc3c(c2)OCO3)cc(C(F)(F)F)n1)NCc1ccco1 ?
STK33 kinase inh: 0.5; OX1R FRET antag: 24; KCNQ2 inh: inactive

How did O=C(CNc1cc(S(=O)(=O)N2CCCC2)ccc1OCC(F)(F)F)Nc1cccc(C(F)(F)F)c1 do in these assays?
STK33 kinase inh: -1.9; OX1R FRET antag: 2; KCNQ2 inh: inactive

What do the screens show for `CNc1nc(-c2ccccc2)nnc1C(F)(F)F`?
STK33 kinase inh: -3.3; OX1R FRET antag: -2; KCNQ2 inh: inactive

Next section.
What do the screens show for `COC(=O)c1ccc(NC(=S)NCC2CC2)cc1`?
STK33 kinase inh: -1.1; OX1R FRET antag: 0; KCNQ2 inh: inactive

What do the screens show for `c1ccc(N2CCN(c3nc4ccccc4n4nnnc34)CC2)cc1`?
STK33 kinase inh: 0.5; OX1R FRET antag: 30; KCNQ2 inh: inactive

What do the screens show for `CC1C(=O)N2CCCc3cc(NC(=O)C4CC4)cc1c32` (stereo not drawn)?
STK33 kinase inh: 0.1; OX1R FRET antag: 20; KCNQ2 inh: inactive

How did O=C(c1ccco1)c1coc2c1cc(O)c1ccccc12 do in these assays?
STK33 kinase inh: 0.0; OX1R FRET antag: 14; KCNQ2 inh: inactive

How did C=CCC[C@H](Cc1ccc(F)cc1)C(=O)OC[C@@H](Cc1c[nH]c2ccccc12)NC(=O)[C@H](CC=C)CC(=O)NCCO do in these assays?
STK33 kinase inh: -0.3; OX1R FRET antag: 8

How did CC1(C)C2CCC1(C)C(Nc1ccccc1)C2 (stereo not drawn) do in these assays?
OX1R FRET antag: 5; KCNQ2 inh: inactive

Results for Cc1nnc(NC(=O)CSc2nnc(CCc3nc4ccccc4[nH]3)n2C)s1 ?
STK33 kinase inh: -0.2; OX1R FRET antag: 7; KCNQ2 inh: inactive

Results for O=C1CCC(C(=O)N2CCSCC2)CN1CCc1ccccc1 (stereo not drawn) ?
STK33 kinase inh: -2.1; OX1R FRET antag: 9; KCNQ2 inh: inactive

How did CCNC(=O)CC1C(=O)N(c2ccc(OC)cc2)C(=O)N1Cc1ccc(OC)cc1 (stereo not drawn) do in these assays?
STK33 kinase inh: -1.9; OX1R FRET antag: 3; KCNQ2 inh: inactive

What do the screens show for `CC(=O)Nc1cccc(NC(=O)Nc2ccc(F)cc2F)c1`?
OX1R FRET antag: 9; KCNQ2 inh: inactive

How did CCn1c(=NC(=O)CS(=O)(=O)c2ccc(C)cc2)sc2cccc(OC)c21 do in these assays?
STK33 kinase inh: 0.5; OX1R FRET antag: 30; KCNQ2 inh: inactive

How did CCOc1ccc(C(=O)NCC2CCCO2)cc1 (stereo not drawn) do in these assays?
STK33 kinase inh: -1.6; OX1R FRET antag: 0; KCNQ2 inh: inactive

How did O=C(CSc1nc(O)c(C2CCCCC2)c(=O)[nH]1)NCC1CCCO1 (stereo not drawn) do in these assays?
STK33 kinase inh: -1.8; OX1R FRET antag: 17; KCNQ2 inh: inactive

Results for COc1cccc(/C=N/NC(=O)CNC(=O)c2ccc(S(=O)(=O)N3CCCC3)cc2)c1OC ?
STK33 kinase inh: 0.3; OX1R FRET antag: 15; KCNQ2 inh: inactive

What do the screens show for `CCOc1ccc(C(C)=O)cc1COC(=O)c1cc([N+](=O)[O-])ccc1N1CCOCC1`?
STK33 kinase inh: -1.9; OX1R FRET antag: 35; KCNQ2 inh: inactive

What do the screens show for `CCOC(=O)Cc1csc(NC(=S)NC(=O)c2cc(OC)c(OC)c(OC)c2)n1`?
STK33 kinase inh: -1.5; OX1R FRET antag: 13; KCNQ2 inh: inactive

Results for CCCOc1ccc(Br)cc1CSC(=N)N ?
STK33 kinase inh: 1.0; OX1R FRET antag: 12; KCNQ2 inh: inactive
